# Bioassay records deposited in PubChem by Broad Institute.
# ARNT TACC3 PPI: disruptors of human ARNT/TACC3 interaction; AID 623870; inhibition, % at 9.99 µM; AlphaScreen His-ARNT PAS-B/GST-TACC3 binding, luminescence; TACC3 fragment carries E629A point mutation; 390,000 compounds, 0.66% hits; Q9Y6A5;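 active means mean inhibition of replicates at least 50% and at least half of replicates each reaching 50%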;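 further: 0% = complete ARNT plus TACC3 wells and 100% = ARNT alone without TACC3; many hits fall short of the cut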
# GSIS activator: GLuc luminescence reporter in INS-1E cells, primary screen for activators of glucose-dependent secretion of insulin; 370,000 compounds, 0.61% hits; INS-1E GLuc reporter insulin secretion, 2-3 h; AID 743287; activation, % at 16.6 µM;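 active means lowest replicate activation of at least 40%, so every replicate reaches that level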;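 further: 0% = median of neutral control wells and 100% = median of IBMX positive control wells; some compounds called inactive have numbers as strong as hits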
# ERAP1 HTS inh: inhibitors of human ERAP1 aminopeptidase; inhibition, % at 10.7 µM; 340,000 compounds, 0.15% hits; recombinant ERAP1, Leu-AMC fluorescence, 60 min; AID 652197; Q9NZ08;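 active means mean replicate inhibition of at least 30%, or all replicates individually reaching that 30% level; inactive means mean below 30% and not every replicate reaching it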;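 further: 0% = neutral control wells and 100% = L-leucinethiol positive control wells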
# XiGFP reactiv: reactivates the inactive X chromosome in mouse fibroblasts; XiGFP mouse fibroblasts, % GFP-positive cells imaging, 3 d; cells co-treated with 5-aza-dC sensitizer; scaled so ellipticine positive control = 100%; activation, % at 7.58 µM; 360,000 compounds, 0.055% hits; AID 743238;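 active means mean normalized replicate activation at least 10% and every replicate at or above 10%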;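 further: 0% = median of on-plate neutral control wells and 100% = ellipticine 6 µM median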
#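 System: 68-5-11 XiGFP fibroblast line | Buffer or medium: DMEM containing 5-aza-dC | Compound: Single point | Times: Compounds 3 days, fix/stain 15 min at room temperature | Benchmarks: Positive control ellipticine, 6 µM final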
# RAD52 inh: blocks human RAD52 DNA annealing; recombinant RAD52 DNA annealing, FRET fluorescence; P43351; 360,000 compounds, 0.46% hits; inhibition, % at 18.7 µM;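 active means every replicate showing at least 50% inhibition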
# CFTR F508del cor: correctors of CFTR F508del function in bronchial epithelial cells. CFBE cells, YFP halide quenching; stimulated with forskolin plus potentiator P3; % fluorescence drop versus neutral controls. activity (quench increase), % at 7.58 µM. 350,000 compounds, 0.36% hits;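 active means mean added fluorescence quench of at least 8% versus neutral control, with both replicates also reaching 8%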;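 further: cells transiently co-express mutant CFTR-F508del with the halide-sensitive YFP; corrector assay measuring rescue of mutant channel to the surface after 24 h compound exposure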
# esBAF inh: inhibitors of esBAF chromatin remodeling in mouse ES cells; Bmi1-luciferase knock-in reporter, 24 h; 100% = twice the neutral-well signal; reporter increase, % at 12.5 µM; 350,000 compounds, 2% hits; in the data active means activation above about 40%;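 further: 0% = median of the plate's neutral control wells and 100% = double that signal; a rise in the Bmi1 reporter signal indicates esBAF inhibition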
# RAD54 inh: blocks human RAD54 Holliday junction branch migration; Q92698; FAM/BHQ fluorescence; inhibition, % at 10.4 µM; 360,000 compounds, 0.14% hits; AID 602329;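 active means mean normalized replicate activity at least 40 and at least half of replicates scoring 40 or more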;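 further: 0% = median of neutral control wells and 100% = median of positive control wells; inhibitors cause a drop in the FAM fluorescence signal; in these data hits start at about 50%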
# Target sequence (Q92698 whole entry, looked up): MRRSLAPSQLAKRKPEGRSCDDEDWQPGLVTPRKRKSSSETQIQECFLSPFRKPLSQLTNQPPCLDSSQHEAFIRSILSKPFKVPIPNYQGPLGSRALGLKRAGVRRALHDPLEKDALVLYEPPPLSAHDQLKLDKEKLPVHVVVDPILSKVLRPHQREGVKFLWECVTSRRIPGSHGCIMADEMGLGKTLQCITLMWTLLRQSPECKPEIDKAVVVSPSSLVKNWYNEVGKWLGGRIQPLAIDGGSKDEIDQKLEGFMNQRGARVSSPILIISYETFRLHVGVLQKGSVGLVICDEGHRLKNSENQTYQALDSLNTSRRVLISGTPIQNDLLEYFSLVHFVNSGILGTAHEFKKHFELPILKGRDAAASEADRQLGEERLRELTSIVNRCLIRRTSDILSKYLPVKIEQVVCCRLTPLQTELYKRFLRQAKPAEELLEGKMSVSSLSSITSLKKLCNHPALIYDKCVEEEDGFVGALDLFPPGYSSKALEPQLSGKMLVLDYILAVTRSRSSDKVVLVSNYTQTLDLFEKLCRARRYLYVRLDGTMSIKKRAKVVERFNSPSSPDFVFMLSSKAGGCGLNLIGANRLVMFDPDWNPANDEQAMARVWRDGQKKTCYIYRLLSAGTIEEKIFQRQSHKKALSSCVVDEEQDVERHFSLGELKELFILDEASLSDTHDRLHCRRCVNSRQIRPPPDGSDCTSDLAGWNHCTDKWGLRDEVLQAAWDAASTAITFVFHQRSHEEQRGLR
# * hit, by the source's call; / = no result given. Rows were taken by chance; overall some 3.3% were active at least once.
molecule	ARNT TACC3 PPI	GSIS activator	ERAP1 HTS inh	XiGFP reactiv	RAD52 inh	CFTR F508del cor	esBAF inh	RAD54 inh
Cc1ccccc1/C=N/Nc1nc2ccccc2c(=O)n1O	1	0	/	1.0	-9	-1.2	/	/
CCN(CC)S(=O)(=O)c1cccc(NC(=O)CNc2cccc(S(=O)(=O)N3CCOCC3)c2)c1	-24	-42	0	/	-3	/	-34	-6
Cc1noc(C)c1NC(=O)Nc1ccc2c(c1)C(=O)N([C@H](C)CO)C[C@H](C)[C@@H](CN(C)C(=O)Nc1ccc(F)cc1)OCCCC[C@H](C)O2	-11	-2	0	0.0	-5	-4.5	-2	5
COCCn1cnnc1SCC(=O)Nc1cc(C)on1	/	16	4	0.0	-2	0.6	-3	/
CNC(=O)[C@H](C)[C@@H]1C[C@@]1(C)[C@@H](NC(=O)OCc1ccccc1)c1ccccc1	-10	0	3	0.0	-26	-0.3	-9	-7
Cc1cccc(C(=O)N(Cc2ccc(C)o2)C2CCS(=O)(=O)C2)c1 (stereo unspecified)	-3	3	-5	0.0	-8	0.8	/	-1
COCCn1c(=S)[nH]c2cc(C(=O)N3CC(C)CC(C)C3)ccc2c1=O (stereo unspecified)	3	3	2	0.0	-16	-0.8	3	1
COC(=O)c1ccccc1SC1CC(=O)N(c2ccccc2)C1=O (stereo unspecified)	-6	2	4	0.3	-14	-0.1	/	/
CCOc1ccc(C(=O)NC(C(=O)NCCc2ccc(OC(F)F)cc2)C(C)C)cc1 (stereo unspecified)	-3	6	-1	0.0	-10	1.0	3	-2
CCOC(=O)c1c(NC(=O)COC(=O)c2ccc(S(=O)(=O)C(F)F)cc2)sc(C(=O)N(C)C)c1C	/	9	3	0.1	-23	0.1	-4	1
CCCn1c(SCC(=O)Nc2ccc(Cl)cc2)n[nH]c1=O	-12	-9	-1	0.3	-14	0.9	/	/
CCCC(=O)N1CCCC(c2cc(C(=O)NCc3ccc(F)cc3)no2)C1 (stereo unspecified)	/	-3	0	0.0	-9	0.4	0	-8
COc1ccc(S(=O)(=O)Nc2ccc3c(c2)C(=O)N([C@H](C)CO)C[C@H](C)[C@H](CN(C)C(=O)CCCN(C)C)OCCCC[C@H](C)O3)cc1	4	13	-3	-1.0	12	-0.5	-1	-2
CCOC(=O)CN1N=C(c2ccc(Cl)s2)CSC1=O	-3	5	-2	0.2	-2	/	/	/
O=C(NCCCN1CCOCC1)c1cc(-c2ccc(O)cc2)on1	0	/	-5	0.0	-6	2.0	5	4
COc1ccc(-c2ncncc2-c2ccc(OC)c(OC)c2)c(O)c1	-2	18	0	0.0	-9	-2.0	2	-2
COc1ccc(C(=O)Nc2ccc3[nH]ccc3c2)cc1	-2	10	/	0.2	-10	0.3	/	/
CN1C(=O)c2cc(NC(=O)Nc3ccccc3)ccc2OC[C@@H]2O[C@H](CC(=O)NC3CCC3)CC[C@@H]21	15	-4	2	0.1	-21	-0.1	0	-5
O=[N+]([O-])c1ccc2c(c1)CCN2	11	/	0	0.1	-7	-2.8	/	-1
Cc1c([N+](=O)[O-])cc(C(=O)Oc2cccc(C(=S)N3CCOCC3)c2)cc1[N+](=O)[O-]	/	1	-2	0.1	0	5.6	/	/
O=C1NC2=C(C(=O)CCC2)C(c2ccccc2[N+](=O)[O-])N1 (stereo unspecified)	-12	3	2	0.3	-28	-3.3	-7	/
CC(=O)c1cccc(NC(=O)CNC(=O)c2cc3ccccc3o2)c1	-5	8	-2	0.1	-9	-0.1	0	6
C[C@@H]1CN([C@H](C)CO)S(=O)(=O)c2ccc(-c3ccccc3)cc2O[C@H]1CN(C)S(C)(=O)=O	14	-3	-35	0.1	-1	-2.4	-3	-9
CCC(C)c1ccc(NC(=S)Nc2ccc(OC)cc2C)cc1 (stereo unspecified)	16	-9	/	-0.1	/	/	/	4
COc1ccc(-c2cc(C(=O)N(C)CC(=O)Nc3ccccc3Cl)c3ccccc3n2)cc1OC	-5	7	-2	0.7	-10	0.8	-14	-2
C[C@H]1CN([C@@H](C)CO)C(=O)Cc2cc(NC(=O)CCN3CCOCC3)ccc2O[C@H]1CN(C)Cc1ccncc1	3	13	1	-0.6	-12	-0.4	0	4
C[C@H]1CN([C@@H](C)CO)C(=O)c2cc(-c3ccc(F)cc3)cnc2O[C@@H]1CN(C)C(=O)Cc1ccccc1	-5	-11	1	0.3	17	0.6	5	5
C[C@@H]1CN([C@@H](C)CO)S(=O)(=O)c2ccc(C#Cc3cccc(F)c3)cc2O[C@@H]1CN(C)C(=O)NC1CCCCC1	/	7	/	-0.7	/	5.6	7	/
C[C@@H]1CCCCO[C@@H](CN(C)S(=O)(=O)c2cn(C)cn2)[C@@H](C)CN([C@H](C)CO)C(=O)c2cc(NS(=O)(=O)c3ccc(Cl)cc3)ccc2O1	4	5	-7	-0.1	-20	-0.6	-13	7
CC(C)(C)C(=O)Nc1ccc(C(=O)NNC(=O)c2ccccc2)cc1	-11	-6	9	0.1	-9	-3.5	4	-1
COCCN(CC(=O)Nc1cccc(C)c1C)C(=O)c1cc(-c2ccncc2)nc2ccccc12	-5	-2	-2	0.1	-16	-1.1	0	-5
C[C@@H]1CCCCO[C@@H](CN(C)C(=O)Cc2ccccc2)[C@@H](C)CN([C@@H](C)CO)C(=O)c2cc(NC(=O)Nc3ccc(F)cc3)ccc2O1	-3	-2	-2	-0.3	15	0.6	-1	0

# Three of the entries above in order of the CFTR F508del cor value, high to low.
smiles	CFTR F508del cor
C[C@@H]1CN([C@@H](C)CO)S(=O)(=O)c2ccc(C#Cc3cccc(F)c3)cc2O[C@@H]1CN(C)C(=O)NC1CCCCC1	5.6
C[C@H]1CN([C@@H](C)CO)C(=O)Cc2cc(NC(=O)CCN3CCOCC3)ccc2O[C@H]1CN(C)Cc1ccncc1	-0.4
COCCN(CC(=O)Nc1cccc(C)c1C)C(=O)c1cc(-c2ccncc2)nc2ccccc12	-1.1

# Next part
molecule	ARNT TACC3 PPI	GSIS activator	ERAP1 HTS inh	XiGFP reactiv	RAD52 inh	CFTR F508del cor	esBAF inh	RAD54 inh
COC(=O)c1sc2nc(CN3CCN(c4cccc(C(F)(F)F)c4)CC3)[nH]c(=O)c2c1C	/	-7	-2	-0.1	-134	2.4	/	/
O=C1N/C(=C/c2ccc(N3CCCC3)cc2)C(=O)N1c1ccccc1	24	-1	2	0.9	-54	/	/	-3
C[C@@H]1CN([C@H](C)CO)C(=O)Cc2cc(NS(=O)(=O)c3ccc(F)cc3)ccc2O[C@H]1CN(C)Cc1ccc(C(F)(F)F)cc1	4	-16	-3	0.1	5	0.4	4	-7
O=C(c1nc2ccc(Cl)cn2c1CN1CCC[C@H]1CO)N1CCCCCCC1	-2	-2	-1	0.2	-90	-0.1	-3	-14
O=C(NCc1ccccc1Cl)c1ccc2c(=O)n(CC3CCCO3)c(=S)[nH]c2c1 (stereo unspecified)	-7	-5	-2	0.0	4	1.9	-4	7
Cc1ccc(S(=O)(=O)N2CCCCC2)cc1C(=O)NCCc1ccccc1	-8	-13	3	0.1	-24	-2.1	/	5
C[C@@H]1CN([C@H](C)CO)C(=O)c2cc(/C=C/c3ccccc3)cnc2O[C@H]1CN(C)Cc1ccc2c(c1)OCO2	2	-3	0	3.3	10	-3.9	-4	-13
OC[C@H]1[C@@H](c2ccc(-c3cccc(F)c3)cc2)[C@H]2CN(Cc3cncnc3)CCCCN21	-2	11	1	0.1	7	-0.2	-1	-4
COc1cc2c(cc1OC)C(c1ccc(SC)cc1)CC(=O)N2 (stereo unspecified)	-5	-5	-3	0.4	-4	0.1	-6	-7
COc1ccc(-c2nnc3ccc(SCC(=O)Nc4nccs4)nn23)cc1OC	-5	15	11	0.0	1	/	/	/
O=c1[nH]c(SCc2nc3ccccc3c(=O)n2-c2ccccc2C(F)(F)F)nc2ccccc12	3	-12	/	0.0	/	/	/	-1
COc1ccc(-c2noc(CSc3nnc(CCc4ccccc4)n3-c3ccccc3)n2)cc1OC	-31	3	14	/	-2	5.5	7	-2
CC[N+](CC)=N/N=C1\C=CC[N+]([O-])=C1	/	13	-1	0.4	-7	-3.6	/	/
CC(C)C#Cc1ccc([C@H]2[C@@H](CO)N3C(=O)CN(C(=O)C4CCCCC4)C[C@@H]23)cc1	/	-21	0	0.0	14	-0.1	/	/
O=C1C(Oc2ccccc2)C(c2cccs2)N1Cc1ccc2c(c1)OCO2 (stereo unspecified)	1	-6	/	/	/	/	-8	14
COc1ccc(CCNC(=O)C2CCCN(S(C)(=O)=O)C2)cc1 (stereo unspecified)	0	15	-3	0.2	-6	1.0	-1	5
CCOc1ccc(S(=O)(=O)N(C)c2ccc(OCC(=O)NCC3CCCO3)cc2)cc1 (stereo unspecified)	-4	-13	-2	0.0	-7	-2.6	-4	8
COC(=O)C[C@H]1CC[C@H]2[C@H](COc3ccc(NC(=O)c4ccccc4)cc3C(=O)N2C)O1	-5	4	-1	-0.1	-14	1.5	-1	2
CCCNC(=O)CSc1ccc(S(=O)(=O)N2CCCCC2)cn1	-3	5	-1	0.4	-4	0.0	/	10
COc1ccc(S(=O)(=O)NC(=O)C2(C)CCN2C(=O)CC2CCCCC2)cc1OC (stereo unspecified)	/	17	3	0.1	-34	-3.1	1	8
COCCN(C(=O)CC1OC(=O)c2ccccc21)c1c(N)n(Cc2ccccc2)c(=O)[nH]c1=O (stereo unspecified)	6	2	2	0.2	-8	1.8	-4	-3
Cc1cccc(-c2ccc([C@@H]3[C@@H](CO)N4CCCCN(C(=O)c5cccnc5)C[C@@H]34)cc2)c1	-8	-1	1	0.0	7	-0.2	/	4
Cn1c(=O)oc2cc(S(=O)(=O)N3CCC(C(=O)N4CCc5ccccc5C4)CC3)ccc21	-8	8	-5	0.2	-8	-3.5	4	14
COc1ccc2c3c(n(C)c2c1)[C@H](CO)NCC31CN(Cc2ccc(F)cc2)C1	/	2	1	0.0	62*	-2.4	/	/
COCC(=O)N(C)C[C@@H]1Oc2cc(-c3ccc(OC)cc3)ccc2S(=O)(=O)N([C@@H](C)CO)C[C@@H]1C	-2	2	1	-0.7	8	0.4	-1	-5

# Among those listed so far, eight have an aryl thioether with sulfur outside any ring.
molecule	ARNT TACC3 PPI	GSIS activator	ERAP1 HTS inh	XiGFP reactiv	RAD52 inh	CFTR F508del cor	esBAF inh	RAD54 inh
COCCn1cnnc1SCC(=O)Nc1cc(C)on1	/	16	4	0.0	-2	0.6	-3	/
COC(=O)c1ccccc1SC1CC(=O)N(c2ccccc2)C1=O (stereo unspecified)	-6	2	4	0.3	-14	-0.1	/	/
CCCn1c(SCC(=O)Nc2ccc(Cl)cc2)n[nH]c1=O	-12	-9	-1	0.3	-14	0.9	/	/
COc1cc2c(cc1OC)C(c1ccc(SC)cc1)CC(=O)N2 (stereo unspecified)	-5	-5	-3	0.4	-4	0.1	-6	-7
COc1ccc(-c2nnc3ccc(SCC(=O)Nc4nccs4)nn23)cc1OC	-5	15	11	0.0	1	/	/	/
O=c1[nH]c(SCc2nc3ccccc3c(=O)n2-c2ccccc2C(F)(F)F)nc2ccccc12	3	-12	/	0.0	/	/	/	-1
COc1ccc(-c2noc(CSc3nnc(CCc4ccccc4)n3-c3ccccc3)n2)cc1OC	-31	3	14	/	-2	5.5	7	-2
CCCNC(=O)CSc1ccc(S(=O)(=O)N2CCCCC2)cn1	-3	5	-1	0.4	-4	0.0	/	10
